# Tau FP inhib: blocks human tau fibril formation measured by polarization; P10636; Potency, µM (highest dose often 57.7 µM), without a hit: at the highest dose activity, negative = inhibition, most hits filed as inhibitors; 0.39% of 280,000 active; K18 P301L tau heparin fibrillization, Alexa594 FP, 6 h; AID 1468; note: % is set by controls: 0 for no effect and ±100 for the full control effect; nearly all actives have a fitted effect of over 55% in size
# Target sequence (P10636 561-689 P618L limits assumed): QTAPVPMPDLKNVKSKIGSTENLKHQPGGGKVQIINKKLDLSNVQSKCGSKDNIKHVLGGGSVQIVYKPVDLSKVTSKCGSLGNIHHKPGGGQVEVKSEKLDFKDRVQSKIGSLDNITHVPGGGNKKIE
#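 Human tau K18 […] P301L fragment, 15 uM unlabeled plus 0.24 uM Alexa 594-labeled tau (final), with compound and 20 uM heparin in 100 mM sodium acetate pH 7; 6 hr at 37 C, then Alexa 594 FP read.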
# TexasRed fluor: Texas Red fluorescence interference in TRb-SRC2 counter-screen. 0.29% of 280,000 active. Potency, µM (top dose mostly 106 µM), inactives show top-dose fluorescence change, negative = quenching. AID 1479. TRb/SRC2 Texas Red total fluorescence interference; active = well fitted curve in either direction with a large enough effect; inconclusive = small, poorly fitted or top-dose-only effect; note: % is set by controls: 0 for no effect and ±100 for the full control effect
#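 Human TRb ligand-binding domain at 0.6 uM with 20 nM Texas Red SRC2 peptide in Tris buffer containing 1 uM T3 and 5% DMSO, incubated with compound 5 h at ambient temperature. Total fluorescence (555/632 nm) calculated as parallel + 2 × perpendicular.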
# Tau fluor counter: counter-screen for tau fibril formation inhibitors | tau K18 P301L Alexa594 fluorescence, heparin fibrillization | Potency, µM (highest dose often 57.7 µM), for inactives: at the top dose activity change, negative = decrease | 0.93% of 280,000 active; note: % is set by controls: 0 for no effect and ±100 for the full control effect; nearly all actives have a fitted effect of over 55% in size
#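 Human tau K18 P301L (15 uM unlabeled, 0.24 uM Alexa 594-labeled) in 100 mM sodium acetate pH 7 with 20 uM heparin, 6 hr at 37 C. ThT 30 uM added, 1 hr ambient; Alexa 594 FP and total fluorescence read at 555/632 nm.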
# TRb SRC2 PPI: TRbeta-SRC2 interaction inhibition | TRbeta-SRC2 peptide binding, fluorescence polarization; receptor liganded with 1 µM T3 | AID 1469 | Potency, µM (doses to about 106 µM), for inactives: at the top dose activity change, negative = inhibition, hits mostly inhibitors | 0.065% of 280,000 active;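 note: plate controls were bound peptide for no effect and peptide without receptor for full effect; nearly all actives have a fitted effect of over 50% in size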
#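 Fluorescence polarization of 20 nM Texas Red SRC2 peptide (20-aa NR interaction domain) bound to 0.6 uM human TRb ligand-binding domain, with 1 uM T3, after 5 hr at ambient temperature; inhibition seen as decreased polarization.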
# RECQ1 helicase: inhibitors of human RECQ1 DNA helicase. RECQ1 DNA unwinding, red fluorescence kinetic read. Potency, µM (doses to about 57.3 µM), inactives show top-dose activity, negative = inhibition, hits mostly inhibitors. P46063. 0.54% of 240,000 active. AID 2549;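 note: plate controls were vehicle for no effect and no enzyme for full effect; nearly all actives have a fitted effect of over 30% in size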
# Target sequence (P46063 whole entry, looked up): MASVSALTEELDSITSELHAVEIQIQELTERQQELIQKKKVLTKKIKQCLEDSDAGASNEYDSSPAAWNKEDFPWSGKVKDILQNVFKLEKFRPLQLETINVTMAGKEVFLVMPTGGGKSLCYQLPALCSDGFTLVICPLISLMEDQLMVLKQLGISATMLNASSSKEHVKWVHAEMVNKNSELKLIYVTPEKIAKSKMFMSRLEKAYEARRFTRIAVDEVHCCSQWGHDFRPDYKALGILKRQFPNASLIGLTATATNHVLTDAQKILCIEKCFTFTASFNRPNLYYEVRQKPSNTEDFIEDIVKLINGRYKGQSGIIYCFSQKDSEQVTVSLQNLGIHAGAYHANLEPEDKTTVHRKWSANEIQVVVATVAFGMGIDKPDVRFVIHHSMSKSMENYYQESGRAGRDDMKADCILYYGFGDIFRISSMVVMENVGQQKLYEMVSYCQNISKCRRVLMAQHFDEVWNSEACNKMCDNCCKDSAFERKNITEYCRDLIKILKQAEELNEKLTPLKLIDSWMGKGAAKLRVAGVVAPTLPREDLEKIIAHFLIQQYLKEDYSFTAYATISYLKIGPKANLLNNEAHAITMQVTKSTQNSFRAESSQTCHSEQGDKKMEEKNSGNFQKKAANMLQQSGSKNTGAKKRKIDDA
#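 RECQ1T1 50 nM; forked duplex (20 bp + 30-nt ss tails) 200 nM, ATP 2 mM final; pH 8.0, 2 mM MgCl2, 2.5 ug/ml poly(dI-dC); 15 min compound preincubation; discontinuous kinetic read over 2 h at RT.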
# Tau fibril ThT: inhibitors of human tau fibril formation, thioflavin T binding; Potency, µM (doses to about 57.4 µM), without a hit: at the top dose activity, negative = inhibition, hits mostly inhibitors; P10636; recombinant tau K18 P301L (four-repeat tau fragment), heparin-induced fibrillization, ThT fluorescence; AID 1460; 2.1% of 270,000 active; note: % is set by controls: 0 for no effect and ±100 for the full control effect; nearly all actives have a fitted effect of over 55% in size
#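 Aggregation was driven by heparin (20 uM final) acting on recombinant tau […] bearing P301L in 100 mM sodium acetate pH 7; fibrils were detected with Thioflavin T.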
# HTT ATP protect: cytoprotection in Huntington HTT-Q103 PC12 cell model; PC12 HTT-Q103 induced, cytoprotection, ATP luminescence, 40 h; Potency, µM (highest dose often 56.4 µM), for inactives: cytoprotection (ATP increase), hits mostly activators; 0.14% of 230,000 active;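 note: % of control where 0% means no effect; nearly all actives have a fitted effect of over 45% in size; toxic huntingtin expression switched on by the ecdysone agonist tebufenozide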
#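 Rat PC12, Q103 Htt exon1-GFP fusion, ecdysone promoter; tebufenozide inducer 100 nM final; compound titration; qHTS, 1500 cells/well; ATPlite luminescent read.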
# L3MBTL1 inh: blocks human L3MBTL1. 0.66% of 230,000 active. AID 485360. AlphaScreen L3MBTL1–H3K9me1 peptide binding. Q9Y468. Potency, µM (highest dose often 57.1 µM), inactives show at the top dose activity, negative = inhibition, actives largely listed as inhibitors; note: % is set by controls: 0 for no effect and ±100 for the full control effect; nearly all actives have a fitted effect of over 60% in size
#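 L3MBTL1 50 nM + b-AHA-H3(1-15)K9me1 75 nM, 30 min RT; compound added, 30 min RT; streptavidin donor/Ni-chelate acceptor beads 10 ug/mL each final, 30 min RT dark; AlphaScreen read.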
# An asterisk follows results filed as active; i = inactive; ? = inconclusive; nt = no result given; & = joins results of further samples; [ ] = remark or other dose. Unless noted, calls come from the whole dose curve; as a rule, active = well fitted curve in the direction sought with a large enough effect; inconclusive = small, poorly fitted or top-dose-only effect, or another doubt; inactive = no such curve, though single readings can be large; an effect the other way counts as inactive or inconclusive. Potency is the fitted concentration of half-maximal effect.
SMILES,Tau FP inhib,TexasRed fluor,Tau fluor counter,TRb SRC2 PPI,RECQ1 helicase,Tau fibril ThT,HTT ATP protect,L3MBTL1 inh
CCC(O)(CC)C(=O)NN(C(=O)CCl)c1ccccc1,-8.5%,3.6%,-0.7%,5.7%,7.0%,-8.2%,10.9%[10 µM],2.8%
O=C(NCc1ccccc1F)C1CCN(c2nn3cc(-c4ccc(F)cc4)nc3s2)CC1,-12.3%,5.5%,-2.8%,-1.2%,nt,?,nt,nt
CCC(C)NC(=O)C1CCN(S(=O)(=O)c2cccnc2)CC1 (configuration not stated),-5.0%,-3.3%,-3.1%,-0.6%,i,-6.0%,13.0%,nt
CCOc1ccccc1OCCCCn1c(-c2ccc(Cl)cc2)nc2ccccc2c1=O,-7.3%,-2.0%,-15.1%,-1.3%,nt,-4.5%,nt,nt
CCOC(=O)C1CCN(C(=O)Cn2ncc3c4ccccc4n(C)c3c2=O)CC1,-1.9%,-0.4%,1.8%,0.8%,nt,5.3%,nt,nt
O=C1OC(/C=C/c2ccc(Cl)cc2Cl)=NC/1=C\c1cccs1,3.2%,-0.5%,-1.4%,-3.8%,-4.2%,?,4.1%[10 µM],7.5%
COc1ccc(OCC(=O)c2c(O)c3ccccc3oc2=O)cc1,-5.7%,-1.8%,-17.5%,-13.6%,-6.5%,?,-5.4%,8.7%[11.4 µM]
O=C(COC(=O)CCCSc1nc2ccccc2[nH]1)Nc1ccc(Cl)cc1,-5.2%,-2.0%,-21.0%,3.8%,-5.7%,2.6%,9.6%[10 µM],12.8%
O=C1CC(N2CCN(c3ccccc3Cl)CC2)C(=O)N1c1ccc(F)cc1 (configuration not stated),5.9%,-5.6%,0.8%,3.9%,0.4%,-0.9%,-5.8%[10 µM],3.7%
N#C/C(=C\c1c(Oc2ccc(Br)cc2)nc2ccccn2c1=O)c1nc2ccccc2s1,?,-80.7%[1.83 µM],-26.0%,-29.1%[1.83 µM],nt,?,nt,nt
CN(C)c1ccc(-c2nc3n(n2)C(c2cccnc2)C2=C(CC(C)(C)CC2=O)N3)cc1 (configuration not stated),5.6%,-6.3%,-25.3%,4.6%,-3.9%,?,0.3%,-11.1%
COC(=O)c1cn(NC(=O)Cn2nc([N+](=O)[O-])c(Cl)c2C)c(=O)c2ccccc12,-3.9%,-1.3%,-9.0%,8.4%,-10.2%,-5.0%,0.3%,11.1%
COc1ccc(C2C(C(N)=O)=C(C)Nc3nc(SCc4ccccc4Cl)nn32)cc1OC (configuration not stated),-10.6%,-0.7%,-6.0%,-0.1%,nt,-9.2%,nt,nt
Cc1ccc(-n2ncc(C(=O)NCCN3CCOCC3)c2C2CCN(C(=O)OC(C)(C)C)CC2)c(C)c1,-4.2%,-3.0%,-9.1%,6.6%,nt,?,nt,nt
COc1cccc(NC(=O)/C(C#N)=C/c2c(C)n(Cc3ccc(Cl)cc3)c3ccccc23)c1,?,5.6%,?,-4.1%,nt,-13.3%,nt,nt
CCNC(=O)C(C)Sc1ccc(Cl)cc1 (configuration not stated),3.8%,1.1%,-2.6%,-0.4%,i,-5.4%,-18.2%[0.074 µM],-7.3%[11.4 µM]
O=C(Nc1ccc2c(c1)OCO2)N1CCC(CO)(CC2CCCCO2)CC1 (configuration not stated),-0.8%,-0.1%,-16.4%,9.3%,2.6%,-16.3%,-3.9%[10 µM],-8.2%
O=c1c(Cc2ccc(Cl)cc2)c(O)ccn1Cc1ccccc1,7.0%,-3.8%,-13.6%,0.3%,-1.4%,-12.8%,-0.5%[10 µM],-13.7%
Oc1ccccc1OCCOc1ccccc1OCCOc1ccccc1O,3.8%,-0.9%,?,-3.1%,20.0%,-10.2%,-12.0%[10 µM],nt
CNC(=O)c1cc(Nc2nnc(-c3ccc(O)cc3)c3ccccc23)ccc1OC,9.8%&9.6%,-1.4%&-3.1%,?,1.4%&-4.8%,-17.9%,?,8.4%[10 µM],0.3%
CCc1cccc(C)c1NC(=O)Cn1nc(C)n2cccc2c1=O,?,-1.9%,-27.8%,-4.5%,nt,?,nt,nt
Cc1ccnc(NS(=O)(=O)c2ccc(NC(=O)CN3C(=O)CCC3=O)cc2)n1,1.1%,2.1%,2.2%,1.1%,8.4%,-0.6%,0.2%,nt
Cc1cc(C)c2c(N)c(C(=O)c3ccccc3)oc2n1,5.3%,2.6%,-0.6%,-15.8%,i,4.9%,6.5%,nt
C=CCn1c(=O)c2ccccc2n2c(Sc3nnnn3-c3ccccc3)nnc12,0.4%,1.4%,-1.7%,-2.5%,-0.2%,-9.6%,-2.3%,3.6%
CCc1nc(N=Nc2c(O)[nH]c3ccccc23)c2c3c(sc2n1)CCC3,1.8%,-2.1%,-7.5%,-3.8%,-2.5%,?,nt,2.3%
SMILES,Tau FP inhib,TexasRed fluor,Tau fluor counter,TRb SRC2 PPI,RECQ1 helicase,Tau fibril ThT,HTT ATP protect,L3MBTL1 inh
COc1ccc(N2CCN(C(=O)c3c(C)nn(-c4ccc(F)cc4)c3-n3cccc3)CC2)cc1,8.9%,-0.3%,-16.8%,5.5%,nt,-9.8%,nt,nt
CC(=O)Nc1ccc(OC(=O)c2ccc(Br)c([N+](=O)[O-])c2)cc1,?,-4.0%,?,3.4%,i,25.1µM*,-26.4%,-1.3%
CN(C)S(=O)(=O)c1ccc(NC(=O)CCNC(=O)c2ccc([N+](=O)[O-])cc2)cc1,5.3%,0.3%,-11.2%,3.6%,-11.8%,?,-9.8%[10 µM],-11.1%
CN(c1ccc(C(=O)N2CCN(c3ccc(F)cc3)CC2)cc1)S(C)(=O)=O,0.3%,-3.8%,1.5%,-6.1%,0.0%,-6.7%,-2.9%[0.074 µM],1.1%
CCCc1nnc(SCC(=O)N2CCOCC2)n1CC1CCCO1 (configuration not stated),3.9%,-1.1%,-0.8%,8.7%,-17.3%,-0.4%,-10.1%,nt
O=C(c1n[nH]c2ccccc12)N1CCCCC1,2.6%,-6.0%,6.1%,6.3%,i,2.0%,22.7%[10 µM],11.4%
CCCCCC(=O)OCCc1c(C)nc2nc[nH]n2c1=O,4.9%,-0.4%,11.4%,-0.3%,-2.1%,-0.5%,-54.2%,nt
Cc1nc(C)c(C(=O)Nc2cccc(Cl)c2)o1,-9.3%,-1.6%,-13.0%,-2.2%,-13.8%,-7.2%,15.7%,3.2%
Cc1cc(C)n(-c2nc(-c3ccc(Cl)c(Cl)c3)cs2)n1,-4.8%,-6.1%,-15.1%,0.9%,i,?,12.9%,4.8%
CCc1nnc(NC(=O)CCn2cnc3ccccc3c2=O)s1,5.0%,0.9%,8.3%,-5.4%,15.2%,-2.3%,5.0%,4.5%
CCOC(=O)c1ccc(N2C(=O)c3[nH]nc(-c4ccc(OCC)cc4)c3C2c2cccs2)cc1 (configuration not stated),?,-1.1%,-27.9%,2.7%,nt,-8.4%,nt,nt
CC(=O)c1cccc(NC(=O)CO/N=C2/CCCc3nonc32)c1,-2.5%,0.6%,-3.7%,3.3%,0.1%,-4.6%,-22.1%,16.9%
COc1ccc(C(=O)N2CCOCC2)cc1Br,-9.1%,0.3%,-2.7%,-6.8%,i,-0.2%,14.7%,nt
Cc1onc(-c2ccccc2Cl)c1C(=O)Nc1ccccc1N1CCOCC1,13.7%,-4.4%,-16.3%,-6.1%,i,-9.3%,-31.6%,nt
NC(=O)c1cnn2c(-c3cccc(C(F)(F)F)c3)ccnc12,-5.0%,0.3%,1.5%,8.6%,i,5.4%,-10.1%[10 µM],13.9%
CC(C)CNC(=O)COC(=O)/C=C/c1ccccc1[N+](=O)[O-],5.2%,-2.7%,-0.9%,-17.2%,2.6%,1.3%,-20.9%,nt
COc1ccc(N(C(C)C(=O)NN=C2CCCC2)S(C)(=O)=O)cc1 (configuration not stated),3.3%,-2.2%,-10.7%,-5.2%,-2.9%,-6.1%,-30.9%,nt
COc1cccc(NC(=S)NN2C(C)CCCC2C)c1 (configuration not stated),-1.0%,-0.9%,-6.0%,0.6%,-9.7%,-3.9%,10.1%[10 µM],-5.1%
CCOC(=O)CN1C(c2ccc(O)cc2)Nc2ccc(Br)cc2C1c1ccccc1 (configuration not stated),?,-0.3%,7.08µM*[quencher],2.2%,-13.6%,?,9.3%[10 µM],-7.7%
CCNC(=O)NC(=O)COC(=O)CNC(=O)COc1ccccc1,3.2%,-3.2%,8.1%,-6.0%,-8.6%,2.1%,15.0%[1.9 µM],6.5%
Cc1ccc(/C=C2\SC(=S)N(C3CCS(=O)(=O)C3)C2=O)o1 (configuration not stated),1.8%,-0.1%,-8.2%,0.0%,-5.8%,?,?,25.1µM*
COc1ccc(N=Cc2cccc(C)c2O)cc1Cl,15.5%,-2.2%,-10.9%,8.8%,-9.8%,-8.6%,14.0%[10 µM],-1.9%

# Already shown: entries from further up.
SMILES,Tau FP inhib,TexasRed fluor,Tau fluor counter,TRb SRC2 PPI,RECQ1 helicase,Tau fibril ThT,HTT ATP protect,L3MBTL1 inh
CCOC(=O)CN1C(c2ccc(O)cc2)Nc2ccc(Br)cc2C1c1ccccc1 (configuration not stated),?,-0.3%,7.08µM*[quencher],2.2%,-13.6%,?,9.3%[10 µM],-7.7%
CCNC(=O)NC(=O)COC(=O)CNC(=O)COc1ccccc1,3.2%,-3.2%,8.1%,-6.0%,-8.6%,2.1%,15.0%[1.9 µM],6.5%
Cc1ccc(/C=C2\SC(=S)N(C3CCS(=O)(=O)C3)C2=O)o1 (configuration not stated),1.8%,-0.1%,-8.2%,0.0%,-5.8%,?,?,25.1µM*
COc1ccc(N=Cc2cccc(C)c2O)cc1Cl,15.5%,-2.2%,-10.9%,8.8%,-9.8%,-8.6%,14.0%[10 µM],-1.9%

# Some entries already given, limited to RECQ1 helicase and Tau fluor counter:
Structure,RECQ1 helicase,Tau fluor counter
NC(=O)c1cnn2c(-c3cccc(C(F)(F)F)c3)ccnc12,i,1.5%
CC(C)CNC(=O)COC(=O)/C=C/c1ccccc1[N+](=O)[O-],2.6%,-0.9%
COc1ccc(N(C(C)C(=O)NN=C2CCCC2)S(C)(=O)=O)cc1 (configuration not stated),-2.9%,-10.7%

# A portion of the library. The share of hits here may be higher or lower than overall.
